Bioassay records as filed in PubChem.
EBNA-1 inh: blocks EBNA-1 binding to DNA. AID 1950. EBNA-1 DNA binding, fluorescence polarization. hit rate 0.34% among 300,000. inhibition, % at 14.8 µM; in the data active = inhibition above about 28%
ZTA DNA inh: ZTA (EBV) inhibition in EBNA-1 counter-screen. P03206. ZTA-DNA binding, fluorescence polarization. inhibition, % at 11 µM. hit rate 0.15% among 320,000; in the data active = inhibition above about 33%
Target sequence (P03206 whole entry, looked up): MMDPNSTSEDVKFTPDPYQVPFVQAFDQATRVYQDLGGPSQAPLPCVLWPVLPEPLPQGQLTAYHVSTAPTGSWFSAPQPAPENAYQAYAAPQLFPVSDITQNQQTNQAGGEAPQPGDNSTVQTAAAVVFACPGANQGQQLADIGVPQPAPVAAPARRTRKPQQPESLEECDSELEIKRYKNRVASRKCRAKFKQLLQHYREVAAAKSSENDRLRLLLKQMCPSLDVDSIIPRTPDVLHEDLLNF
GSTO1 counter: GSTO1 inhibition, counter-screen for RBBP9 inhibitors; P78417; inhibition, % at 5.96 µM; hit rate 1.1% among 300,000; recombinant GSTO1, activity-based probe fluorescence polarization;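 active = inhibition above the campaign mean inhibition plus 3 SD, cut at about 35% in these data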;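 also: 0% = GSTO1-1 with DMSO and 100% = wells lacking GSTO1-1 enzyme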
Target sequence (P78417 whole entry, looked up): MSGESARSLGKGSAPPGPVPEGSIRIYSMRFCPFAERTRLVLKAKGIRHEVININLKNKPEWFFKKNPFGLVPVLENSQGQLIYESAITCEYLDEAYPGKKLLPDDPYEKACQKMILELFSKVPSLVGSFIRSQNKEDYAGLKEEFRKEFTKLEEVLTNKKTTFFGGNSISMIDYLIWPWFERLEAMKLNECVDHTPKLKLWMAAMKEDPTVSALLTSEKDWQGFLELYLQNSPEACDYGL
LYPLA2 counter: LYPLA2 (human) inhibition in PME1 counter-screen; O95372; recombinant LYPLA2, FP-Rh probe fluorescence polarization; inhibition, % at 5.9 µM; hit rate 0.38% among 320,000; AID 2177;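 active = inhibition above the screen-wide mean plus 3 SD, limit set per campaign, cut at about 26% in these data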;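 also: 0% = LYPLA2 with DMSO and 100% = wells lacking LYPLA2 enzyme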
Target sequence (O95372 whole entry, looked up): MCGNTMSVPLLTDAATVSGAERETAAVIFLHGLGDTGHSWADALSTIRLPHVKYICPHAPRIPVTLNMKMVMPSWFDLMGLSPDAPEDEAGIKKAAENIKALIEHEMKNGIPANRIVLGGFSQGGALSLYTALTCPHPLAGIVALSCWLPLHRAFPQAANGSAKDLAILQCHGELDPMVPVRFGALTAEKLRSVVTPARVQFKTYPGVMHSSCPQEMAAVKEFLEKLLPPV
PAD4 FP inh: PAD4 (human) enzyme inhibition. Q9UM07. recombinant PAD4, RCA probe fluorescence polarization. inhibition, % at 6.36 µM. hit rate 0.41% among 330,000;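 active = percent inhibition above a cutoff equal to the mean of all tested compounds plus 3 SD, cut at about 15% in these data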;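 also: 0% = PAD4 with RCA probe and DMSO and 100% = probe without PAD4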
PAFAH1B3 inh: blocks human PAF acetylhydrolase 1B catalytic subunit 3 | hit rate 0.28% among 340,000 | inhibition, % at 3.39 µM | recombinant PAFAH1B3, FP-rhodamine probe, fluorescence polarization | Q15102 | AID 492972;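 active = inhibition above the screen-wide average of all tested compounds plus 3 SD, cut at about 25% in these data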;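 also: 0% = enzyme with DMSO only and 100% = wells lacking PAFAH1B3 protein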
Target sequence (Q15102 whole entry, looked up): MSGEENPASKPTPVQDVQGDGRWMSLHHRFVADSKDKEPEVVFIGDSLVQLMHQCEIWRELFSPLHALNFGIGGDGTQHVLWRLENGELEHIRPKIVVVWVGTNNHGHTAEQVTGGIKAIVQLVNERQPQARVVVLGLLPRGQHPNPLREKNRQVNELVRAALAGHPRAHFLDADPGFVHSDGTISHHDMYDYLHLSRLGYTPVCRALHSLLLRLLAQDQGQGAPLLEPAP
PREPL inhibitor: human PREPL enzyme inhibition | inhibition, % at 5.96 µM | Q4J6C6 | hit rate 0.68% among 320,000 | recombinant PREPL, fluorescence polarization activity-based probe; in the data active = inhibition above about 43%;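 also: 0% = enzyme with DMSO and 100% = wells lacking enzyme; many of its hits are not listed in these tables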
LYPLA1 counter: counter-screen for PME1 inhibitors: inhibitors of human LYPLA1 | O75608 | recombinant LYPLA1, FP-Rh probe fluorescence polarization | inhibition, % at 5.9 µM | hit rate 0.16% among 320,000 | AID 2174;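 active = inhibition above the mean of all tested compounds plus 3 SD, set per campaign, cut at about 14% in these data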;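 also: inhibitors block serine hydrolase probe labeling of LYPLA1 so polarization falls; 0% = enzyme with DMSO and 100% = wells lacking LYPLA1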
PAFAH2 inh: inhibitors of human PAFAH2. hit rate 0.99% among 340,000. AID 492956. Q99487. recombinant PAFAH2, FP-rhodamine activity probe, fluorescence polarization. inhibition, % at 3.39 µM;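 active = inhibition above the mean over all tested compounds plus 3 SD, cut at about 30% in these data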;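 also: inhibitors block probe labeling of enzyme so polarization drops; 0% = enzyme with DMSO and 100% = wells lacking PAFAH2 protein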
Active calls of the source: *; . = not tested or not shown. An excerpt, so the mix of outcomes need not match the whole.

SMILES	EBNA-1 inh	ZTA DNA inh	GSTO1 counter	LYPLA2 counter	PAD4 FP inh	PAFAH1B3 inh	PREPL inhibitor	LYPLA1 counter	PAFAH2 inh
COc1cccc(C(=O)Nc2ccccc2N2CCN(C(=O)c3ccccc3)CC2)c1	.	.	.	.	-4	2	16	.	-2
O=C(Nc1ccc(F)cc1)c1cc(-c2ccccn2)nc2c(Cl)cccc12	-6	18	-1	-4	0	-3	-3	-2	-5
COc1ccc(-n2ncc3c(NCC4CCCO4)ncnc32)cc1 (stereo not drawn)	-9	-2	-3	2	-3	6	15	-4	4
CC(C)CNS(=O)(=O)c1cc(C(=O)OC2CCOC2=O)c(Cl)cc1Cl (stereo not drawn)	2	-4	23	6	-3	2	7	2	10
Clc1ccc(/C=N/Nc2nn[nH]n2)cc1	-10	-4	-1	-5	1	3	6	-5	1
O=C(COC(=O)Cn1cnc2ccccc2c1=O)NCCC1=CCCCC1	7	10	6	3	-1	8	-3	-1	-1
N#Cc1ccc(OCc2nnc(-c3ccc([N+](=O)[O-])cc3)o2)cc1	2	-11	2	32*	0	0	21	0	4
O=C(COc1ccccc1)N1CCCC1	-15	-4	-3	12	-14	8	4	1	6
O=C(Oc1ccc2c(c1)OCO2)c1ccncc1	3	0	-4	2	1	-3	4	2	5
COc1ccc(C2NC(=S)NC(C)=C2C(=O)Nc2ccccn2)cc1OC (stereo not drawn)	11	25	2	-3	5	4	4	-4	-5

Entries of single compounds as entered above. Order of values: EBNA-1 inh	ZTA DNA inh	GSTO1 counter	LYPLA2 counter	PAD4 FP inh	PAFAH1B3 inh	PREPL inhibitor	LYPLA1 counter	PAFAH2 inh
O=C(COC(=O)Cn1cnc2ccccc2c1=O)NCCC1=CCCCC1 is entered as 7	10	6	3	-1	8	-3	-1	-1
O=C(COc1ccccc1)N1CCCC1 is entered as -15	-4	-3	12	-14	8	4	1	6

Next entries
SMILES	EBNA-1 inh	ZTA DNA inh	GSTO1 counter	LYPLA2 counter	PAD4 FP inh	PAFAH1B3 inh	PREPL inhibitor	LYPLA1 counter	PAFAH2 inh
Nc1nc(CN2CCN(C(=O)c3ccco3)CC2)nc(Nc2cccc(Cl)c2)n1	4	12	13	5	-5	-1	0	2	-4
CCCC1C(=O)Nc2ccccc2N1C(=O)c1cccc(C)c1 (stereo not drawn)	2	4	-6	1	0	0	-2	-2	12
O=C(c1cc(-c2ccccc2)nn1-c1ccccc1)N1CCN(S(=O)(=O)c2cccc(F)c2)CC1	2	14	1	9	1	9	11	1	2
Cc1ccsc1C(C(=O)NCc1ccccc1)N(C(=O)c1csnn1)c1ccccc1 (stereo not drawn)	10	-8	6	10	-3	7	7	2	4
c1ccc(C(c2ccccc2)c2noc(CN3CCN(CC4CC4)CC3)n2)cc1	-7	10	8	8	0	7	-1	1	3
COC(=O)c1cc(NS(=O)(=O)c2ccc(F)cc2)ccc1N1CCOCC1	13	7	-13	6	4	8	3	2	-1
S=c1[nH]nc(CSc2nc3ccccc3s2)o1	-27	-8	3	2	0	-5	1	2	4
Cc1ccc(NC(=O)Cn2c(O)c(N=NS(=O)(=O)c3ccc(C)cc3)c3ccccc32)cc1	2	-12	-2	-5	-4	11	0	-1	-2
O=C(COn1nnc2ccccc21)NCC1CCCCC1	-15	-13	4	4	-4	5	3	4	2
O=C(CCS(=O)(=O)c1ccccc1)N(CCCN1CCOCC1)c1nc2ccccc2s1	-4	-6	-1	7	-4	7	-18	5	4
C=CCOc1ccccc1C1NC(=O)NC(C)=C1C(=O)NCc1ccccc1 (stereo not drawn)	7	11	-3	3	-1	9	5	-1	12
COc1ccc(CC(=O)Nc2cccc(-c3cn4ccccc4n3)c2)cc1	-5	4	-11	-13	-5	4	-31	-3	-9
COc1ccc(C2c3c(n[nH]c3C)CC(C)(O)C2C(C)=O)cc1OC (stereo not drawn)	4	17	-3	3	-5	5	-4	0	-3
CSCCOC(=O)COc1ccc(/C=N/NC(=O)c2c(Cl)cnn2C)cc1	-11	2	-6	5	0	14	12	3	5
COc1ccc(S(=O)(=O)NCC2CCCO2)cc1NC(=O)c1ccc(Cl)cc1 (stereo not drawn)	0	-1	3	-4	-4	3	10	-3	0
O=C(O)C/C=C(\NC(=O)OCc1ccccc1)C(=O)OCc1ccccc1	1	-13	4	6	0	-3	-6	-4	2
Cc1nnc(NC(=O)c2cc(S(=O)(=O)N(C)C)ccc2N2CCCC2)s1	.	4	.	2	-2	-2	2	0	-3
Cc1cnc(C(=O)Nc2ccc3c(c2)CCC3)cn1	-4	-10	5	10	0	-7	5	5	2
CN(c1ccc(C(=O)NCc2ccc3c(c2)OCO3)cc1)S(C)(=O)=O	-8	0	-12	3	-4	8	3	-1	-2
CCOc1ccc(Nc2nc(-c3sc(N)nc3C)cs2)cc1	-6	7	-2	1	-6	12	18	-5	7
CCOC(=O)c1cnc(SCc2ccc(C)cc2)nc1N	-3	2	-1	12	-1	0	5	0	1
COc1ccccc1NC(=O)/C=C\c1ccco1	-15	2	-4	-9	0	10	10	-1	1
COC(=O)c1cc(S(=O)(=O)NCc2ccccc2OC)cn1C	4	-6	1	-1	0	3	10	2	-2
OC(c1ccc(F)cc1)(C1CCCCC1)C(CN1CCOCC1)c1ccccc1 (stereo not drawn)	5	-12	1	3	1	11	9	-1	1
CCN(CC(=O)Nc1ccc(OC)c(Cl)c1)CC(=O)NC(C)C	1	-8	4	6	1	10	11	2	4
COc1cccc(SCc2noc(C(=O)NCCC(C)C)c2C(=O)NCCC(C)C)c1	8	-18	1	-17	-2	-6	19	-10	-12
O=C(O)C1Cc2ccccc2CN1S(=O)(=O)/C=C/c1ccccc1 (stereo not drawn)	3	3	-7	-2	-5	3	4	-3	0
Cc1ccc(NC2=NCCCCC2)cc1	-10	-8	-3	-2	-3	6	1	1	5
CONc1nc(NC(C)(C)C)nc(OCC#N)n1	2	-2	8	3	-3	2	-2	0	-3
Cc1ccc(N=Cc2sccc2C)cc1C	4	19	-3	1	-2	13	1	3	8

Arranged by the number under PAD4 FP inh (falling): six of the compounds above
canonical_smiles	PAD4 FP inh
OC(c1ccc(F)cc1)(C1CCCCC1)C(CN1CCOCC1)c1ccccc1 (stereo not drawn)	1
COC(=O)c1cc(S(=O)(=O)NCc2ccccc2OC)cn1C	0
CCOC(=O)c1cnc(SCc2ccc(C)cc2)nc1N	-1
COc1cccc(SCc2noc(C(=O)NCCC(C)C)c2C(=O)NCCC(C)C)c1	-2
CONc1nc(NC(C)(C)C)nc(OCC#N)n1	-3
O=C(O)C1Cc2ccccc2CN1S(=O)(=O)/C=C/c1ccccc1 (stereo not drawn)	-5

Other compounds
SMILES	EBNA-1 inh	ZTA DNA inh	GSTO1 counter	LYPLA2 counter	PAD4 FP inh	PAFAH1B3 inh	PREPL inhibitor	LYPLA1 counter	PAFAH2 inh
S=C(Nc1ccc(Oc2ccccc2)cc1)N(CCCN1CCOCC1)Cc1ccccn1	-4	-2	1	1	-3	5	10	-1	-10
Cc1ccc2nc(N3CCN(C=O)CC3)nc(-c3ccccc3)c2c1	11	15	26	0	1	8	11	0	4
Cc1ccc(Oc2ncccc2COC(=O)Nc2ccccc2C)cc1	-16	-2	2	-5	-6	.	5	-3	.
CCCCn1c(SCC(=O)N2CCOCC2)nc2ccccc2c1=O	5	3	-2	1	2	1	0	1	-1
CCc1ccc(NC2=NCC(c3ccccc3)S2)cc1 (stereo not drawn)	5	2	-8	-2	-4	-3	2	1	-6
C#CCn1c(=O)cc(C)c2ccccc21	5	3	5	-1	-2	4	2	-1	-1
COc1ccc(C(c2nnnn2C2CCCC2)N2CCC(C)CC2)cc1 (stereo not drawn)	-6	-2	0	-5	2	0	-9	-3	4
Cc1c(NC(=O)C2(c3ccccc3)CCCC2)c(=O)n(-c2ccccc2)n1C	-5	2	4	-4	-2	7	-8	-2	6
COc1ccc(-n2c(COc3cccc4ccccc34)nnc2SC(C)C(=O)O)cc1 (stereo not drawn)	15	20	-5	0	-5	10	-1	-1	6
Cc1ccc(N2C(=O)C(CN3CCCC3)C2c2ccccc2)cc1 (stereo not drawn)	-5	-2	3	-3	2	4	-18	2	-3
CCc1cc(=O)[nH]c(SCC(=O)NCC2CCCO2)n1 (stereo not drawn)	8	7	0	1	-5	10	-5	1	0
O=[N+]([O-])c1cc2c(cc1/C=N/n1c(-c3ccccc3)n[nH]c1=S)OCO2	6	2	9	11	-3	6	2	1	12
Cc1c(NS(=O)(=O)c2cccc(C(=O)N3CCCC3)c2)c(=O)n(-c2ccccc2)n1C	.	.	.	.	2	6	-1	.	9
COc1ccc(C(=O)NC2CC(C)(C)Cc3c2cnn3-c2ccccc2)cc1OC (stereo not drawn)	7	-9	-7	2	-3	2	6	-2	5
COc1ccccc1NC(=O)C(=N\O)/C(C)=N/O	3	-2	2	-7	-3	5	4	-1	3
C=CCn1c(O)c(/C=C2\C=NN=C2c2ccccc2)sc1=S	-4	6	-8	-23	0	3	17	-11	-2
NC(N)=NCc1cccc(I)c1	0	-19	7	2	-3	5	-8	-3	-10
COc1ccc(-c2oc(NC(C)=O)c(C#N)c2-c2ccc(OC)cc2)cc1	-14	-5	0	2	-5	3	18	-2	7
O=C(COC(=O)CNC(=O)c1ccc(Cl)c([N+](=O)[O-])c1)NC(=O)CN1CCCC1=O	1	12	0	4	-8	2	0	0	4
Cc1cc2nc(N3CCN(C(=O)c4cccs4)CC3)sc2cc1C	3	4	3	1	1	6	8	0	2
C[C@H](CO)N1C[C@H](C)[C@@H](CN(C)S(=O)(=O)c2ccc(F)cc2)Oc2ccc(NC(=O)c3ccncc3)cc2C1=O	.	.	.	.	5	8	-8	.	2
COc1ccc(-c2ncc3ccccn23)cc1	-1	-32	-5	1	-4	7	20	2	-6
O=C(CNC(=O)c1ccco1)N=Nc1c(O)[nH]c2ccc([N+](=O)[O-])cc12	13	-3	50*	4	-7	18	2	-3	1
COc1cccc(NC(=O)CSc2nnc(Cn3cnc([N+](=O)[O-])n3)n2C)c1	-4	-3	4	4	1	1	-6	2	-3
CCCCNC(=O)NS(=O)(=O)c1ccc(C(=O)OC)o1	1	8	1	3	4	0	8	2	1
COc1ccc(OC)c(C(=O)NC(CC(N)=O)c2ccc(N3CCN(c4ccc(F)cc4)CC3)c([N+](=O)[O-])c2)c1 (stereo not drawn)	18	-17	3	1	-1	10	24	-3	12
Cc1ccc(SCC(=O)Nc2nnc(-c3ccco3)o2)cc1	-1	-7	18	4	-1	7	-6	3	4
Cc1ccc(SCCNC(=O)/C=C/c2ccc(Cl)cc2)cc1	-2	21	-6	-1	-2	9	-5	2	-3
CCOc1cc(/C=N/Nc2nc(N3CCCCC3)nc(N3CCCCC3)n2)ccc1OC(=O)c1ccco1	10	-13	-3	-5	-7	3	4	-6	-1
O=C1CC/C=C\C[C@@H](CC(=O)N(CCO)Cc2ccccc2)C(=O)N[C@H](Cc2c[nH]c3ccccc23)CO1	.	.	.	.	4	3	15	.	10
CC(Sc1nnc2c(n1)C1(C)CCC2C1(C)C)C(=O)Nc1ccccc1 (stereo not drawn)	14	5	1	3	-1	2	0	6	-3
CN(CCc1ccccn1)S(=O)(=O)c1ccccc1F	7	16	-5	5	0	8	2	2	-4
Cc1ccc(S(=O)(=O)N2CCC(C(=O)OCC(=O)NCc3ccco3)CC2)cc1C	4	3	10	-2	-2	11	6	-4	3
COc1cccc(CC(=O)OCC(=O)NC(=O)c2ccc(OC(F)F)cc2)c1	-19	-8	3	4	-4	6	3	0	-2
CC(C)(C)SCCNC(=O)CN(c1ccccc1)S(=O)(=O)c1ccc(F)cc1	11	2	-2	-8	-1	13	17	-2	2
CN(C)CCCNCC(=O)Nc1ccccc1N1CCOCC1	11	1	-7	-7	-2	8	-2	-1	-1
O=C(NCc1cccnc1)c1ccc2c(=O)n(CCCN3CCCC3=O)c(=S)[nH]c2c1	15	7	-2	0	5	4	-13	-3	14
O=C(COc1ccc(-n2cnnn2)cc1)NC(=O)NCc1ccccc1	4	5	3	10	3	8	-4	1	-17
